Screens: PubChem BioAssay, several laboratories
MC4R antagonist = MC4R antagonists of cAMP signaling, primary screen, cell-based, TR-FRET, antagonist arm of biased-ligand search; Melanocortin receptor 4 (Homo sapiens), P32245; MC4R-expressing cells, MTII-stimulated cAMP, LANCE TR-FRET; inhibition, % at 6.5 µM; actives 0.48% (n = 360,000);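 active = inhibition above its plate's cutoff, the mean of tested wells on that plate plus 3 SD, cut at about 29% in these data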;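 note: 0% = Melanotan II alone and 100% = Melanotan II plus saturating MCL0020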
Target sequence (P32245 whole entry, looked up): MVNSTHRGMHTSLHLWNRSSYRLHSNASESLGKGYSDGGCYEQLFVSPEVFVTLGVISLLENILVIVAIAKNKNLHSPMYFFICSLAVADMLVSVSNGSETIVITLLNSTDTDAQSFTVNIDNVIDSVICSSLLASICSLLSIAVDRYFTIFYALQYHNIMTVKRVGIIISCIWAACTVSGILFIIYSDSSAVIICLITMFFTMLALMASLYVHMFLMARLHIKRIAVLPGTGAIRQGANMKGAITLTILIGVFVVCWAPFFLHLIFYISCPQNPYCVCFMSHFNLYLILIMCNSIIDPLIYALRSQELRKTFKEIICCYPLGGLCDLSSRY
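Material: U2OS-MC4R stable cell line | Reagent: Melanotan II challenge after compound preincubation | Doses: One concentration, 6.5 µM nominal | Incubation: 30-min compound preincubation, 1-h Melanotan II challenge, 1-h detection, room temperature | Signal: TR-FRET cAMP assay | Replicates: One well per compound, no replicates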
ABHD5 PLIN5 PPI = ABHD5-PLIN5 interaction inhibitors, primary screen, cell lysate, split luciferase complementation, luminescence; Split G. princeps luciferase complementation, 4 h; inhibition, % at 4 µM; actives 0.78% (n = 360,000);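 active = inhibition above the mean inhibition across every tested compound plus 3 SD, cut at about 22% in these data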;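 note: 0% = DMSO only wells and the 100% control is not disclosed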
HTR2A ag = mouse Htr2a agonists via beta-arrestin recruitment, primary screen, cell-based, luminescence; 5-hydroxytryptamine receptor 2A (Mus musculus), P35363; actives 0.66% (n = 360,000); CHO-K1 mHTR2A beta-arrestin complementation; percent of 30 µM serotonin response; activation, % at 7.6 µM;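 active = activation above a run cutoff, the mean activation of all tested compounds plus 3 SD, cut at about 14% in these data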;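 note: 0% = plate median of compound wells and 100% = 30 µM serotonin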
Target sequence (P35363 whole entry, looked up): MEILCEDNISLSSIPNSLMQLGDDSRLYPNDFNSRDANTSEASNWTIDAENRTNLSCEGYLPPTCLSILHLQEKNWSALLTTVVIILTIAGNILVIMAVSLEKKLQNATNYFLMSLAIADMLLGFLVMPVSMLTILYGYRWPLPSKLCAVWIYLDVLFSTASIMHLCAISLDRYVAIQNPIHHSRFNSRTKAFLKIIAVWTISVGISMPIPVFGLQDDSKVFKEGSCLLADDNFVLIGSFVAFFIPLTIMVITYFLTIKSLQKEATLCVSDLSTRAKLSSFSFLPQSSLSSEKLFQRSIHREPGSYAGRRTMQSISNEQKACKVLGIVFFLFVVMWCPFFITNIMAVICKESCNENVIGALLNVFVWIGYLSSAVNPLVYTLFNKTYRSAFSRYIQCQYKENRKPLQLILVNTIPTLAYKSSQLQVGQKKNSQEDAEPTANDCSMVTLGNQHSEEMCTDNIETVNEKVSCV
H9c2 protect = cardioprotection against H2O2-induced cell death, primary screen, uHTS, H9c2 cells, ATPLite luminescence; H9c2 cardiomyocytes, H2O2 injury protection, 2 h; AID 588492, 2011; protection from H2O2 cell death, % at 20 µM; actives 0.63% (n = 360,000);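 active = compounds giving at least 50% protection of heart cells from peroxide-induced death in the single-dose screen, raw or plate-pattern-corrected value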;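 note: 0% = DMSO wells with peroxide and 100% = DMSO wells without peroxide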
ABCB6 inh MLPCN = ABCB6 transporter inhibitors, primary screen, K562-ABCB6 cells, flow cytometry, MLPCN library. ATP-binding cassette sub-family B member 6 (Homo sapiens), Q9NP58. K562-ABCB6 porphyrin accumulation, 1 h; active compounds read low. fluorescence ratio to DMSO, % at 10 µM. actives 0.19% (n = 360,000). AID 602162, 2011;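 active = fluorescence ratio to DMSO below 75%, the collection mean minus 3 SD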;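 note: signal is porphyrin accumulated inside mitochondria; 100% equals median channel fluorescence of DMSO control wells; lower ratio means ABCB6 inhibition with less porphyrin fluorescence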
MC4R ag barr = MC4R agonists recruiting beta-arrestin, primary screen, cell-based, luminescence, agonist arm of biased-ligand search | Melanocortin receptor 4 (Homo sapiens), P32245 | U2OS MC4R beta-arrestin complementation; percent of melanotan II response, DMSO zero | activation, % at 8.9 µM | actives 0.98% (n = 360,000) | AID 540308, 2011;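 active = activation above a per-plate cutoff, the mean activation of sample wells on that plate plus 3 SD, cut at about 8% in these data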
Granule exo inh = LAMP-1 surface exposure blockers, TALL-104 cells – cell-based, flow cytometry, MLPCN library, primary screen; TALL-104 LAMP-1 surface exposure; cells stimulated with thapsigargin and PMA; actives 0.66% (n = 360,000); inhibition, % at 10 µM;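 active = inhibition above about 55%, limit read from the data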
aDG glyco up = activators of alpha-DG glycosylation, primary screen, uHTS, Pro5-aDG cells, AlphaScreen | alpha-DG glycosylation AlphaScreen (IIH6); 0% Pro5, 100% B10-LARGE cell signal | activation, % at 10 µM | actives 0.22% (n = 360,000) | AID 624168, 2012;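 active = activation of at least 8% versus controls, or a plate z-score of at least 8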;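 note: Pro5 are CHO cells carrying HIG-tagged alpha-DG that lacks glycosylation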
iPSC survival up = enhancers of single-cell hiPSC survival, primary screen, ATPlite luminescence; 100% = ROCK inhibitor wells, 0% = DMSO; survival enhancement, % at 20 µM; actives 0.044% (n = 360,000); in the data active = survival enhancement above about 18%;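 note: cells exposed to compounds for 16 hours before the ATP read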
N-glyco inh = increase of ERlucT glycosylation luciferase signal, primary screen, N-linked glycosylation inhibitor project, D54 ERlucT cells, luminescence, set 2; actives 0.23% (n = 360,000); reporter increase, % at 12.5 µM; D54 ERlucT glycosylation luciferase reporter, 24 h; percent of 100 nM tunicamycin response;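 active = mean luciferase reporter signal, scaled so untreated is 0 and the glycosylation-blocking control 100, at or above a set limit in every replicate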;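 note: luciferase carries N-glycosylation sites so blocking glycosylation raises the light; 0% = median of neutral control wells and 100% = median of 100 nM tunicamycin wells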
The depositor's hits bear a star; . = not tested or not shown.

SMILES	MC4R antagonist	ABHD5 PLIN5 PPI	HTR2A ag	H9c2 protect	ABCB6 inh MLPCN	MC4R ag barr	Granule exo inh	aDG glyco up	iPSC survival up	N-glyco inh
NC(=O)c1nsc(C(=O)N(c2ccccc2)C(C(=O)NC2CCCC2)c2cccs2)c1N (stereo not drawn)	6	2	-5	7	98	1.6	-3	-0.1	-0.4	-2
CN(C)/C(=C\C(=O)c1ccccc1)C(=O)c1ccccc1	-1	-5	-5	0	101	-1.3	0	0.0	-1.0	0
Cc1cc(=O)oc(C)c1C(=O)NCc1cccnc1	1	2	3	1	103	0.5	1	-0.3	2.7	2
COc1ccc(-c2[nH]ncc2-c2ccc3c(c2)OCCO3)c(O)c1	2	-2	-1	-7	93	3.2	-13	0.0	1.3	-14
O=S(=O)(c1ccccc1)C1CON(Cc2ccccc2)C1c1ccccc1 (stereo not drawn)	30*	-4	-3	-2	98	2.2	-4	0.2	-1.3	4
CCOC(=O)CN1C(=O)N[C@@H](CCc2ccccc2)C(C(=O)OC)=C1C	-2	0	-1	-3	103	0.2	1	0.0	6.3	0
CCOc1ccccc1-c1nc(-c2ccncc2)no1	0	1	-4	14	99	-1.6	3	0.2	8.3	2
Cc1ccc(OCCCC(=O)NCc2ccco2)cc1	8	-4	1	-7	91	-1.4	-4	-0.2	-1.1	2
CC(=O)C(=[N+]=[N-])C(=O)NCc1ccccc1	-1	-5	-3	21	89	-3.3	-4	-0.3	0.5	6
C=C1CCN([C@@H](CC(C)C)C(=O)NCc2ccc(OC)cc2)S(=O)(=O)c2ccccc21	4	-1	-3	-2	100	-1.4	-3	0.5	-1.9	-2
Cc1cc(OCc2nn[nH]n2)c2c(C)c(Cc3ccccc3)c(=O)oc2c1	4	-1	-1	23	102	-2.3	3	-0.2	-2.2	-3
CSc1cccc(-n2c(C)cc(C(N)=O)c2C)c1	-3	0	-1	9	96	-0.4	-3	0.0	3.3	-1

3 of the entries above in order of the aDG glyco up value, falling:
SMILES | MC4R antagonist | ABHD5 PLIN5 PPI | HTR2A ag | ABCB6 inh MLPCN | MC4R ag barr | Granule exo inh | aDG glyco up | N-glyco inh
CCOc1ccccc1-c1nc(-c2ccncc2)no1 | 0 | 1 | -4 | 99 | -1.6 | 3 | 0.2 | 2
CN(C)/C(=C\C(=O)c1ccccc1)C(=O)c1ccccc1 | -1 | -5 | -5 | 101 | -1.3 | 0 | 0.0 | 0
Cc1cc(OCc2nn[nH]n2)c2c(C)c(Cc3ccccc3)c(=O)oc2c1 | 4 | -1 | -1 | 102 | -2.3 | 3 | -0.2 | -3

Further compounds.
SMILES	MC4R antagonist	ABHD5 PLIN5 PPI	HTR2A ag	H9c2 protect	ABCB6 inh MLPCN	MC4R ag barr	Granule exo inh	aDG glyco up	iPSC survival up	N-glyco inh
CC(=O)N1CC[n+]2c(-c3ccc(Cl)cc3)csc21	-4	-2	4	6	101	0.4	20	0.2	-1.4	4
CSc1nnc2c(n1)c(C)nn2-c1ccc(C)cc1	-2	3	-1	-12	104	-0.3	0	-0.2	0.9	0
CNC(=O)C1CC(=O)N(Cc2ccc3c(c2)OCO3)C(=Nc2ccc(F)cc2)S1 (stereo not drawn)	4	-7	-3	-3	100	-1.5	-4	0.2	1.2	-2
C/C(=N\Nc1ccc(C(=O)O)cc1)c1ccc(-n2ccnc2)cc1	-5	2	-4	5	96	-2.0	0	-0.2	0.0	-9
CCOC(=O)CNC(=O)C(CC(N)=O)NC(=O)OC(C)(C)C (stereo not drawn)	22	-5	-6	6	95	0.5	13	-0.1	-0.7	3
Cc1ccc(CN2CCN(/N=C/c3ccc(C(F)(F)F)cc3)CC2)c(C)c1	17	-9	0	-10	96	0.6	0	-0.7	2.0	0
CCCN1CCN(CC(O)COC(c2ccc(OC)cc2)c2ccc(OC)cc2)CC1 (stereo not drawn)	1	-3	-3	6	100	-0.1	9	0.1	-0.5	-4
O=C(Cn1sc2ccccc2c1=O)Nc1ccccc1	2	64*	-5	-33	107	-2.3	50	-0.4	-2.2	1
COc1cc(NC(=O)C2CC3CCC2C3)c(OC)cc1Cl (stereo not drawn)	18	1	2	5	94	-2.3	-3	0.4	0.4	0
Cc1ccc(/C=C2\SC(=S)N(CCC(=O)NNC(=O)c3ccccc3O)C2=O)cc1	0	-3	0	7	97	-0.4	-1	0.3	-0.4	0
Cc1ccc(CNC(=O)Cn2c(=O)c3sccc3n(Cc3ccc([N+](=O)[O-])cc3)c2=O)cc1	15	-2	2	3	99	14*	-3	0.2	-2.0	0
COc1ccc(C(CCN)c2ccc3c(c2)OCO3)cc1 (stereo not drawn)	1	0	4	6	99	0.1	10	-0.2	-0.4	-3
N#CC1=C(N)Oc2c(ccc3ccccc23)C1c1ccsc1 (stereo not drawn)	-19	1	4	-2	102	-0.7	2	0.0	-2.0	14
CCOc1ccc(NC(=O)CNc2ccc(C)cc2Cl)cc1	13	-3	2	-6	100	-2.3	-5	0.1	-0.9	0
Cc1ccc(-c2cc(C(F)F)n3ncc(C(=O)N4CCN(c5cccc(C)c5C)CC4)c3n2)cc1	14	4	-2	8	91	-2.0	4	2.3	-1.5	1
Cc1cccc(NC(=O)C2CCCN2C(=O)Oc2ccccc2)c1C (stereo not drawn)	-2	-1	4	1	99	0.6	-2	0.2	0.1	-1
Nc1nc2n[nH]nc2c(=O)[nH]1	10	5	-3	1	107	-1.0	0	-0.1	-2.3	-8
Cc1ccc(Nc2nc3ccc(Cl)cc3n3cnnc23)cc1F	-7	0	-9	-4	95	3.1	-25	-0.1	-0.2	4
COC(=O)[C@]12CCCCC=C1N(Cc1cccc3ccccc13)C(=O)[C@H](CC(=O)NCC1CCCCC1)C2	.	-7	2	.	100	.	24	-0.1	-0.5	.
Cc1csc(=O)n1CC(=O)OCC(=O)Nc1ccc(C(N)=O)cc1	13	0	2	-1	98	-0.1	-4	-0.1	-0.7	1
COc1ccc(NC(=O)CCC(=O)OCC(=O)c2ccc(Oc3ccc([N+](=O)[O-])cc3)cc2)cc1	-3	0	-2	-1	99	-1.3	-2	0.3	0.0	0
COc1cc(NC(=O)c2cc(CC(C)C)on2)c(OC)cc1Cl	3	1	-3	-14	96	0.9	4	0.2	0.1	0
C#CCN1C(=O)S/C(=C\c2ccc(N3CCOCC3)cc2C)C1=O	6	6	-2	-8	99	11*	-2	0.4	1.0	-2
O=[N+]([O-])c1cccc(NN=Nc2ccccc2)c1	0	6	-2	-5	93	1.1	-14	-0.1	0.3	4
CCCOC(=O)c1c(NC(=O)c2cnn3c2NC(c2ccccc2)CC3C(F)(F)F)sc2c1CCCC2 (stereo not drawn)	5	-5	2	-3	96	-1.6	12	-0.3	1.2	0
COc1cc(CCC(=O)Nc2ccc(S(=O)(=O)N3CCCC3)cc2)cc(OC)c1OC	2	-2	3	7	100	-0.3	-2	-0.4	-2.1	3
O=C(CCC(=O)OCC(=O)c1ccc(C(F)(F)F)cc1)OCC(=O)c1ccc(C(F)(F)F)cc1	-2	8	11	8	99	-1.2	10	-0.1	1.2	2
Cc1c(NS(=O)(=O)c2cccc(C(=O)OCC(=O)N(C)C3CCCCC3)c2)c(=O)n(-c2ccccc2)n1C	5	2	6	-8	197	-3.3	0	-0.1	2.2	2
C=CCn1c(Br)nc2c1c(=O)n(C)c(=O)n2C	17	-5	-3	5	100	-1.2	-4	0.0	0.2	3
O=C(Nc1cccc(S(=O)(=O)N2CCCC2)c1)c1ccco1	12	-5	7	-2	96	-0.7	0	-0.1	-0.4	1
COCC(=O)Nc1nc2n(n1)C(c1ccccc1Cl)CC(c1ccc(OC)cc1)N2 (stereo not drawn)	6	5	-3	-2	92	-0.9	0	0.6	1.6	3
COc1ccc(N2C(=O)C3C4c5ccccc5C(C=Nc5ccc(C)cc5C)(c5ccccc54)C3C2=O)cc1 (stereo not drawn)	-1	2	8	-6	99	4.0	-1	0.2	0.4	-3
Cc1ccc(NC(=O)C(C)Sc2nnc(C)n2C2CC2)cc1S(=O)(=O)N1CCOCC1 (stereo not drawn)	17	4	-1	-3	92	0.7	2	0.2	0.3	1
COc1ccc(N2C(=O)c3ccc(NC(C)=O)cc3C2=O)cc1	9	3	-2	2	103	-0.1	0	1.2	0.0	0
CCOc1ccc(/C(O)=C2/C(=O)C(=O)N(CCN(CC)CC)C2c2cccs2)cc1 (stereo not drawn)	-1	-2	2	-3	96	-1.6	18	0.1	0.3	0
COC(=O)N1CCCCC1c1cc(C(=O)Nc2cccc3c2CCCC3)no1 (stereo not drawn)	-2	4	17*	2	97	-1.2	-1	0.0	-2.7	0
CN(C)S(=O)(=O)N1CCC(Oc2ccc(C(=O)N3CCCCCCC3)cc2)CC1	19	9	13	-6	86	-0.2	-4	-0.1	-0.5	-3
Cn1c(N)c(S(=O)(=O)NCc2ccccc2)c(=O)n(C)c1=O	0	-7	2	4	97	-1.6	-1	-0.1	-1.5	3
Cc1ccc(C)c(SCC(=O)OCC(=O)N2CC(C)OC(C)C2)c1 (stereo not drawn)	9	3	1	-2	93	-0.6	0	0.1	0.1	-1
Cc1nn(-c2ccccc2)c2sc(C(=O)NC3CC3)cc12	3	3	-7	5	97	-2.2	-3	0.1	2.3	-4
CC(C)OCCCNC(=O)C1CCN(S(=O)(=O)N2CCCCC2)CC1	7	1	2	-2	93	-0.7	2	0.0	1.6	1
Cc1ccc(C(=O)NC2CCCCNC2=O)cc1C (stereo not drawn)	11	1	-2	-6	103	1.3	-5	-0.2	0.0	0
CN(c1ccccc1)S(=O)(=O)c1ccc(C(=O)OCC(=O)NCc2ccco2)cc1	2	1	-2	-5	106	-2.9	5	0.1	0.9	-1
CC(C)(C)c1ccc(C(=O)NNC(=O)CCC(=O)Nc2ccccc2)cc1	11	0	0	-13	92	-2.0	-4	0.2	-0.5	-3
CC(=O)Oc1ccc(C)cc1N1C(=O)c2ccc(C(=O)O)cc2C1=O	7	0	3	9	104	-0.8	-4	0.2	-1.6	1
COc1ccc(N2C(=O)CSC2c2ccc(F)c(F)c2)cc1 (stereo not drawn)	-8	8	4	3	102	-2.7	-13	0.0	-0.5	-2
CCCCOc1ccc(Cc2c(O)nc(SC)[nH]c2=O)cc1	9	-6	-7	4	100	-2.6	1	0.1	1.4	1
CC1SCC(NC(=O)c2cccc(Cl)c2)CS1 (stereo not drawn)	1	-3	-2	-2	102	-1.4	5	-0.1	-0.8	-1
CCOn1c(=O)c(-c2ccccc2)[n+]([O-])c2ccccc21	0	-6	-5	0	94	-2.2	-6	-0.1	1.0	2
CCOC(=O)CN1N=C(/C=C/c2ccccc2)CCC1=O	2	0	9	1	99	1.8	-2	0.0	-0.9	0
